LGR2 inh = inhibitors of bursicon-induced LGR2 CRE-luciferase signal, primary screen, cell-based, HEK293, CRE-luciferase reporter, bursicon stimulation. Drosophila bursicon receptor LGR2 (rickets). bursicon-stimulated, 4 h. inhibition, % at 9.99 µM. hit rate 0.35% among 380,000. AID 720647, 2013;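 active = drop in luminescence signal, shown as inhibition above about 50% in the replicate tests, limit read from the data, passing the limit was not always enough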;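 also: agonist challenge used bursicon conditioned medium at about half maximal strength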
Statin myotox sup = suppressors of statin myotoxicity in C2C12 myotubes, primary screen, cell-based, single point, plate reader; C2C12 myotubes + simvastatin, ATP luminescence, 48 h; scaled: DMSO 0, geranylgeraniol control 100; hit rate 0.78% among 330,000; AID 602340, 2012; rescue of ATP level, % at 7.49 µM;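 active = mean ATP rescue above about 67%, or every replicate alone reaching that limit, limit read from the data, passing the limit was not always enough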;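 also: myotubes were challenged with 10 µM simvastatin during compound exposure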
FN deposit inh = inhibitors of fibronectin matrix deposition, primary screen, AH1F cells, Alexa488-fibronectin fluorescence, plate reader | AH1F fibroblasts, overnight | inhibition, % at 12.6 µM | hit rate 0.086% among 350,000 | AID 743247, 2014;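 active = mean inhibition across replicates of 30% or more, regardless of how many single replicates reach that level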;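 also: positive control wells lacked labelled fibronectin entirely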
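Measured by – fluorescence 485/525 nm · System – AH1F fibroblast monolayer, labelled fibronectin deposition · Amount – 10000 cells per well · Buffer or medium – serum-reduced DMEM (2% serum) · Doses – single dose, pinned · Also added – fluorescent fibronectin at 24 nM final · Schedule – 1 h cell attachment, overnight exposure to compound and label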
Casp6 inh = human caspase-6 inhibitors, primary screen, biochemical, VEID-R110 fluorescence, single point, set 2. inhibition, % at 12.5 µM. purified caspase-6, Z-VEID-R110 cleavage fluorescence. hit rate 0.53% among 350,000. P55212;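 active = mean inhibition across replicates at least about 35%, with every replicate also reaching that limit, limit read from the data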;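 also: 0% = median of neutral control wells and 100% = no fluorescence left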
Target sequence (P55212 24-179 limits assumed): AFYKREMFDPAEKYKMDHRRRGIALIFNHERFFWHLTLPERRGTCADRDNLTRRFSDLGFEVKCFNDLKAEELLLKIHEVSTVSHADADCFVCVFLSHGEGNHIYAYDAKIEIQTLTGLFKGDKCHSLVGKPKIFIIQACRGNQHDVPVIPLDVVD
Target sequence (P55212 194-293 limits assumed): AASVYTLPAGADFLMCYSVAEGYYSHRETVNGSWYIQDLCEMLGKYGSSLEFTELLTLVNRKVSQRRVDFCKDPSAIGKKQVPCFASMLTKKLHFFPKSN
esBAF inh = Bmi1 luciferase reporter increase in mESCs, primary screen, esBAF inhibitor project, mouse ES cells, Bmi1 luciferase knock-in, single point; 24 h; 100% = twice the neutral-well signal; reporter increase, % at 12.5 µM; hit rate 2% among 350,000; AID 602393, 2012; in the data active = activation above about 40%;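 also: 0% = median of the plate's neutral control wells and 100% = double that signal; a rise in the Bmi1 reporter signal indicates esBAF inhibition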
SIRT5 block = SIRT5 desuccinylase inhibitors, primary screen, biochemical, fluorescence imaging, single point, set 5; NAD-dependent protein deacylase sirtuin-5, mitochondrial (Homo sapiens), Q9NXA8; Purified SirT5, succinyl-peptide AMC, trypsin-coupled fluorescence; inhibition, % at 15 µM; hit rate 1.1% among 330,000; AID 652115, 2013; in the data active = inhibition above about 15%
Target sequence (Q9NXA8 whole entry, looked up): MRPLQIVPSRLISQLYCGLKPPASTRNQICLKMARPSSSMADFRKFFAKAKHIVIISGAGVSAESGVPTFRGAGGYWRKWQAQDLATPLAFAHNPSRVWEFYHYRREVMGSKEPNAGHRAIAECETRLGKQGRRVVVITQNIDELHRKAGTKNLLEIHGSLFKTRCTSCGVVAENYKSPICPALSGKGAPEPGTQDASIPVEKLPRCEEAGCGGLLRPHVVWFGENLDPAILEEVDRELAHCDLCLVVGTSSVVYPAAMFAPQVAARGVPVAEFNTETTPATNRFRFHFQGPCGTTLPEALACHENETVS
S100A4 inh HTS = inhibitors of S100A4-myosin IIA peptide binding, primary screen, biochemical, fluorescence polarization, TAMRA-MyoIIA peptide. Protein S100-A4 (Homo sapiens), P26447. inhibition, % at 10.7 µM. hit rate 0.14% among 360,000;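 active = mean inhibition of at least 70% across replicates, with every replicate also reaching that level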
Target sequence (P26447 whole entry, looked up): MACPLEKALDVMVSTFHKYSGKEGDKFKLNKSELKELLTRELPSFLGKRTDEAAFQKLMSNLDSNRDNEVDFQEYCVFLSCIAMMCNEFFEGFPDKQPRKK
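Compound dosing: one dose per compound; test system: human S100A4 monomer with TAMRA-labelled myosin IIA peptide; probe or stimulus: TAMRA-labelled myosin IIA heavy-chain peptide probe, 5 nM; medium: HEPES buffer with Ca2+, pH 7.2; schedule: 5 min incubation before reading; benchmarks: neutral control DMSO, positive control TFP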
The depositor's hits bear a star; · = no result given. Only part of the results is shown; rates above refer to the full screens.

compound | LGR2 inh | Statin myotox sup | FN deposit inh | Casp6 inh | esBAF inh | SIRT5 block | S100A4 inh HTS
CO[C@H]1CN(C)C(=O)c2ccc(NC(C)=O)cc2OC[C@H](C)N(Cc2ccc(F)cc2)C[C@@H]1C | -8 | -7 | 1 | · | 1 | 3 | 9
COc1ccccc1-c1cnc(C(O)c2ccc(C)cc2C)[nH]1 (stereo not given) | -17 | 3 | -18 | 1 | 2 | 5 | 0
O=C(NC1CCCCC1)C1CCN(c2ncccn2)CC1 | 0 | 10 | -2 | -2 | -6 | -2 | -2
N#CCc1nc(CSc2nc3ccccc3s2)cs1 | -34 | 56 | · | 3 | 62* | -1 | -9
Cc1oc(-c2cccs2)nc1CN1CCN(Cc2ccc(F)c(F)c2)C(CCO)C1 (stereo not given) | -3 | 7 | 2 | 0 | -6 | -3 | -3
COc1cccc(-c2ccc([C@@H]3[C@@H](CO)N4CCCCN(S(=O)(=O)c5cn(C)cn5)C[C@H]34)cc2)c1 | 11 | 5 | · | -3 | 8 | 10 | -13
C#CCN1CC(COc2ccccc2)Oc2cccc(Oc3ccc(OC)cc3)c2S1(=O)=O (stereo not given) | 8 | · | -14 | -6 | · | · | -4
Cc1cc(Cl)c(S(=O)(=O)NCc2cccnc2)cc1OCC(=O)NC1CCCCC1 | · | -44 | -7 | · | -4 | · | ·
O=C(O)c1ccccc1C(=O)NCCc1c(C(=O)O)[nH]c2ccc(F)cc12 | -11 | 5 | -3 | 2 | 3 | 1 | -9
C/C=C/c1ccc2c(c1)O[C@@H](CN(C)C(=O)Nc1cccc(F)c1)[C@H](C)CN([C@@H](C)CO)S2(=O)=O | -9 | -16 | · | 1 | 3 | 7 | -22
CCOc1ncccc1C(=O)N(C)CC(=O)Nc1ccc(F)cc1 | -4 | 1 | -5 | -2 | -9 | -5 | 0
COc1ccc(CNc2ncc(-c3ccccc3)n2C)cc1 | -14 | 11 | 14 | -2 | 20 | -4 | -1
CN(C)C(=O)CCCc1nc(-c2ccc(Cl)cc2)no1 | -25 | -4 | · | · | 34 | · | ·
CCCc1cc(=O)[nH]c(SCC(=O)c2cc(C)n(CC(F)(F)F)c2C)n1 | 19 | · | -10 | 1 | · | 13 | -4
Cc1ccc(NC(=O)NC(=O)COC(=O)c2ccc(O)cc2O)c(C)c1 | 2 | 1 | · | -1 | 4 | · | -3
O=C(NCCCN1CCOCC1)c1cc(C(=O)C2CCCCC2)c[nH]1 | 7 | 0 | 5 | 3 | -1 | 1 | 4
COc1ccccc1CNC(=O)C[C@H]1CC[C@H]2[C@@H](COc3ccc(NC(=O)Nc4ccc(F)c(F)c4)cc3C(=O)N2C)O1 | 2 | -33 | 11 | -1 | 15 | 10 | -6
Cc1ccc(S(=O)(=O)Nc2cccc3c2O[C@@H](CN(C)Cc2ccc(C(F)(F)F)cc2)[C@@H](C)CN([C@@H](C)CO)C3=O)cc1 | 17 | -39 | · | 1 | -4 | 4 | -7
CSc1nc(NS(=O)(=O)c2ccc(F)cc2F)nn1C | 1 | 3 | · | -8 | -7 | 0 | 0
Nc1cc(Cl)ccc1C(=O)OCC(=O)N1CCCCCC1 | -40 | -10 | -16 | -1 | 53* | -1 | -1
Cc1ccc(/C=N/n2cnc3sc(-c4ccccc4)cc3c2=O)o1 | · | 4 | -55 | · | 18 | · | ·
CC(C)CC(NS(=O)(=O)c1ccc2[nH]c(=O)c(=O)[nH]c2c1)C(=O)O (stereo not given) | -25 | · | 12 | 0 | · | 3 | 4
NS(=O)(=O)c1ccc(N/C=C\C(=O)c2ccc3ccccc3c2)cc1 | 16 | 14 | 0 | · | 19 | · | ·
Cc1csc(SCC(=O)NC(=O)NC(C)C)n1 | 13 | · | 2 | -1 | · | 0 | -1
CCC(=O)N(C)C[C@@H]1Oc2ncc(C#Cc3ccc(OC)cc3)cc2C(=O)N([C@H](C)CO)C[C@@H]1C | -23 | 32 | · | 0 | -1 | -2 | 4
Nc1nc(N2CCN(c3ccc(Cl)cc3)CC2)n[nH]1 | -4 | · | 7 | -2 | · | -3 | 11
Cc1cccc(C(=O)NCCNC(=O)c2cnccn2)c1 | 2 | 10 | 2 | 0 | -8 | -2 | -1
COc1ccc(C(=O)Oc2ccc(-c3nnco3)cc2)cc1S(=O)(=O)N1CCOCC1 | -3 | · | 2 | -2 | · | -2 | 0
COc1ccccc1C#Cc1ccc([C@@H]2[C@@H](CO)N3CCCCN(C(=O)C4CC4)C[C@@H]23)cc1 | · | · | · | 1 | · | 9 | 25
CC(C)CC#Cc1ccc2c(c1)O[C@H](CN(C)C(=O)Cc1cccnc1)[C@H](C)CN([C@@H](C)CO)S2(=O)=O | -21 | -4 | 1 | 2 | -2 | -3 | -4
C[C@H](CO)N1C[C@H](C)[C@H](CN(C)C(=O)Nc2ccc(C(F)(F)F)cc2)OCCCC[C@H](C)Oc2ccc(NC(=O)C3CCCCC3)cc2C1=O | 38 | -60 | · | -3 | 2 | 1 | 7
Cc1ccsc1C(=O)OCC(=O)NCc1cccs1 | -19 | -10 | -10 | -3 | 19 | -3 | -1
O=C(Nc1ccc(OCc2ccccc2)cc1)c1cccs1 | -62 | -13 | -3 | 0 | 68* | 0 | -5
O=C(COC(=O)CCCc1nc2ccccc2s1)Nc1ncc(Cl)cc1Cl | -15 | -1 | 2 | 0 | -4 | 2 | -1
Cc1ccc(/C=C/C(=O)NCCCN2CCN(CCCNC(=O)/C=C/c3ccc(C)cc3)CC2)cc1 | · | · | 4 | -45 | · | 6 | 1
CCCNC(=O)N[C@@H]1CC[C@H](CCn2cc(C3CCCC3)nn2)O[C@@H]1CO | 3 | -11 | 2 | -2 | -4 | -3 | 2
C[C@H](CO)N1C[C@H](C)[C@H](CN(C)C(=O)C2CCCCC2)Oc2ncc(-c3cccnc3)cc2C1=O | 1 | -27 | · | · | -1 | · | ·
CCO[C@@H]1OC(C(=O)NCc2ccccc2)=C[C@H](C)[C@H]1CCCO | -19 | · | -25 | -3 | · | · | 0
C[C@H]1CN([C@@H](C)CO)C(=O)c2cc(NC(=O)C3CCCCC3)ccc2O[C@@H]1CN(C)S(=O)(=O)c1ccccc1 | 16 | -22 | · | 1 | 4 | 1 | 2
NC(=O)c1ccsc1NC(=O)CCS(=O)(=O)c1ccc(Cl)cc1 | 2 | -12 | -6 | 3 | 3 | -1 | 2
O=C(c1cc(COc2ccc(F)cc2F)on1)N1CCOCC1 | -43 | 9 | 9 | -6 | 62* | -1 | -10
CCCCCC1=NN2C(=O)CC(=O)N=C2S1 | 10 | 6 | -4 | 10 | -2 | 0 | 5
Cc1ccccc1N(C(=O)c1snc(C(N)=O)c1N)C(C(=O)NCC1CCCO1)c1ccc(N(C)C)cc1 (stereo not given) | 2 | -8 | 10 | -1 | 0 | -1 | 2
CSc1nsc(/C=C/Nc2ccc(O)cc2C)c1C#N | 20 | -1 | · | 4 | -3 | 5 | 3
Cc1ccccc1-c1csc(N)n1 | -38 | 5 | -3 | -1 | 22 | · | -3
CCCN(CCC)C(=O)c1cc([N+](=O)[O-])cc2c1-c1ccc([N+](=O)[O-])cc1C2=C(C#N)C#N | 12 | · | -14 | 0 | · | 0 | 0
Cc1ccc2c(CC(=O)OC3CCOC3=O)coc2c1 (stereo not given) | · | -12 | -9 | · | -6 | · | ·
O=C1OC(c2ccc(Br)cc2)=N/C1=C\N1CCCCC1 | · | 9 | 6 | · | 53* | · | ·
Cc1cccc(OCC(=O)Nc2ncn[nH]2)c1C | -16 | -1 | 9 | -1 | 17 | 13 | -3
OCC1(Cc2ccccc2C(F)(F)F)CCN(Cc2ccc3c(c2)CCO3)CC1 | -12 | · | · | 2 | · | 0 | -1
CCOC(=O)c1c(C)c(C(=O)NCc2ccco2)c(C)n1Cc1ccccc1 | · | 1 | · | 11 | -5 | 5 | -5
COc1ccccc1N1C(=O)C(Cl)=C(N2CCCC2)C1=O | -24 | -18 | 3 | 0 | 2 | -3 | -1
CC(=O)c1cc(C#N)c(SCC(=O)C(C)(C)C)nc1C | 22 | 5 | 2 | · | 51* | · | ·
COc1ccc(C(=O)C2CCCN(C(=O)CCC3=NNC(=O)CC3)C2)c(C)c1 (stereo not given) | -23 | -9 | 7 | -3 | 0 | 9 | -10
COc1ccc(NC(=O)N(C)C[C@H]2Oc3ccc(NC(=O)CCCCCC(=O)Nc4ccccc4N)cc3CC(=O)N([C@H](C)CO)C[C@H]2C)cc1 | 14 | -2 | · | -1 | -1 | 1 | -5
COCc1cccc(C2=CC(=O)C[C@H](c3ccc(OC)cc3)C2)c1 | -18 | 3 | -11 | 0 | 17 | · | -2
CC(=O)c1cc(CN2CCN(CC=C(C)C)C(CCO)C2)cs1 (stereo not given) | -5 | -2 | -7 | -6 | 0 | -4 | -1
CN(C(=O)OCc1ccccc1)C(CC(N)=O)C(=O)O (stereo not given) | · | 3 | 7 | · | -2 | · | ·
COc1ccc(C)cc1NC(=O)C1CCN(S(=O)(=O)c2cccc3nonc23)CC1 | 14 | 29 | 0 | -1 | -5 | 0 | -2
COc1cccc(-n2c(SCC(=O)NC3CC3)nc3ccccc3c2=O)c1 | 0 | 0 | -2 | 1 | -1 | · | 0

Carrying on:
compound | LGR2 inh | Statin myotox sup | FN deposit inh | Casp6 inh | esBAF inh | SIRT5 block | S100A4 inh HTS
Cc1cc(NC(=O)C23CC4CC(CC(C4)C2)C3)n[nH]1 | 5 | · | 16 | 1 | · | -2 | -2
CC(C)NC(=O)N(C)C[C@@H]1Oc2c(NC(=O)c3ccncc3)cccc2C(=O)N([C@H](C)CO)C[C@@H]1C | -7 | -8 | 6 | 0 | -1 | -1 | -7
CCCN(C)C[C@H]1Oc2cc(C#CCC(C)C)ccc2S(=O)(=O)N([C@H](C)CO)C[C@H]1C | 1 | -9 | -11 | 0 | 3 | -1 | -13
CC(=O)Nc1ccc(NC(=O)C(C)Oc2ccc(Cl)cc2Cl)cc1 (stereo not given) | 7 | · | 4 | 7 | · | -2 | 1
O=C(NCc1ccccc1)[C@H]1CCCN1C(=O)[C@H]1CCCN1C(=O)c1ccccc1 | -4 | · | -8 | -2 | · | · | -5
CC(C)CC1C(=O)N(Cc2cn(CCC3OCCCO3)nn2)CCS(=O)(=O)N1Cc1ccc(-c2ccccc2)cc1 (stereo not given) | 8 | -1 | 1 | 1 | -3 | -2 | 10

Source: PubChem
